PLCg1 inh: PLC-gamma1 enzyme inhibitors, primary screen, biochemical, fluorescence, purified enzyme; 1-phosphatidylinositol 4,5-bisphosphate phosphodiesterase gamma-1 (Homo sapiens), P19174; fluorogenic substrate; inhibition, % at 12.2 µM; 0.84% of 370,000 active; in the data active = inhibition above about 9.5%
MBD2 inh: inhibitors of MBD2 binding to methylated DNA, primary screen, biochemical, TR-FRET, DNA-binding domain, human; Methyl-CpG-binding domain protein 2 (Homo sapiens), Q9UBB5; MBD2 binding to methylated oligonucleotide; inhibition, % at 4.4 µM; 0.31% of 370,000 active; in the data active = inhibition above about 13%
hgDAF12 agonist: H. glycines DAF-12 receptor agonists, primary screen, cell-based, luminescence, HEK293, GAL4 fusion, UAS-luciferase | activation, % at 6.8 µM | Nuclear hormone receptor DAF-12 (Heterodera glycines), GAL4 fusion | HEK293 GAL4-hgDAF12 UAS-luciferase reporter, agonist luminescence; normalized to butyrate control | 1.8% of 370,000 active | AID 687014, 2013;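 active = activation above a cutoff set at the mean of all screened compounds plus 3 SD, cut at about 10% in these data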;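 note: 0% = DMSO wells and 100% = sodium butyrate wells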
DAX1 inh-1: DAX1 (NR0B1) inhibitors on StAR promoter, primary screen, cell-based, luminescence, SF-1 (NR5A1), full-length DAX-1. HEK293T StAR-luciferase reporter, SF-1/DAX-1 repression relief. AID 652010, 2013. inhibition, % at 6.8 µM. 1.1% of 370,000 active;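 active = inhibition above the mean over all tested compounds plus 3 SD, cut at about 3.6% in these data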;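 note: 0% = DAX-1 cells with DMSO and 100% = cells lacking DAX-1 with DMSO; higher inhibition means more luminescence from relief of DAX-1 repression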
ADAM17 inh: ADAM17 inhibitors, primary screen, biochemical, QFRET; AID 720648, 2013; Disintegrin and metalloproteinase domain-containing protein 17 (Homo sapiens), P78536; inhibition, % at 6.95 µM; 0.83% of 370,000 active; recombinant ADAM17, EDANS/DABCYL FRET peptide cleavage;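 active = inhibition above the mean of compounds lying between control limits plus 3 SD, set per campaign, cut at about 8.5% in these data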;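 note: 0% = DMSO-only wells as the low control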
PLCb3 inh: human PLC-beta3 inhibitors, primary screen, biochemical, fluorescence; AID 720704, 2013; 0.18% of 370,000 active; Purified PLC-beta3, fluorogenic substrate; inhibition, % at 12.2 µM; in the data active = inhibition above about 11%;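 note: 0% = median of compound wells on plate and 100% = full blocker control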
DAX1 inh-2: DAX1 (NR0B1) inhibitors, primary screen, cell-based, HEK293, Gal4-DAX1, luciferase luminescence | inhibition, % at 6.75 µM | HEK293 Gal4-DAX1 luciferase reporter | AID 504766, 2011 | Nuclear receptor subfamily 0 group B member 1 (Homo sapiens), P51843 | 0.99% of 340,000 active;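 active = inhibition above the mean over all tested compounds plus 3 SD, cut at about 4.2% in these data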;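 note: 0% = DAX1-transfected cells with DMSO and 100% = empty-vector control cells with DMSO; inhibition shows as a rise in luminescence from relieved DAX1 repression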
Target sequence (P51843 207-470 limits assumed): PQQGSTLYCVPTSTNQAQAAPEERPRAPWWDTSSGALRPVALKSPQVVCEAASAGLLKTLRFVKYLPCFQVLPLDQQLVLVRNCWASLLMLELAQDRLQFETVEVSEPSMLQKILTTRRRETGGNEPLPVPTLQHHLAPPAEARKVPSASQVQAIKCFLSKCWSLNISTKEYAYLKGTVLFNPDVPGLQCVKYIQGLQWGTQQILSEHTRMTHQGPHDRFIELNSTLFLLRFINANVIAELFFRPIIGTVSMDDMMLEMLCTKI
ssDAF-12 act: S. stercoralis DAF-12 nuclear receptor activators, primary screen, cell-based, luminescence, HEK293, GRIP1 co-expression, lit1-tk-luc; Nuclear hormone receptor DAF-12 (Strongyloides stercoralis); 1% of 370,000 active; HEK293 ssDAF-12/GRIP1 lit1-tk-luc reporter; % of 3 µM dafachronic acid response; activation, % at 6.8 µM; AID 652126, 2013;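 active = activation above the mean over all tested compounds plus 3 SD, cut at about 0.9% in these data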;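 note: 0% = DMSO-only wells and 100% = 3 µM delta7-dafachronic acid wells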
NR1D1 modulator: modulators of Rev-erb alpha DNA binding, primary screen, biochemical, FITC-DNA, fluorescence polarization, uHTS; Nuclear receptor subfamily 1 group D member 1 (Homo sapiens), P20393; Rev-erbα–FITC-DNA binding, 90 min; activity, % at 10 µM; 0.79% of 370,000 active;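 active = activity above about 14%, limit read from the data; passing the limit was not always enough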;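 note: 0% = DMSO wells with 35 nM protein and 100% = DMSO wells with 750 nM protein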
Target sequence (P20393 whole entry, looked up): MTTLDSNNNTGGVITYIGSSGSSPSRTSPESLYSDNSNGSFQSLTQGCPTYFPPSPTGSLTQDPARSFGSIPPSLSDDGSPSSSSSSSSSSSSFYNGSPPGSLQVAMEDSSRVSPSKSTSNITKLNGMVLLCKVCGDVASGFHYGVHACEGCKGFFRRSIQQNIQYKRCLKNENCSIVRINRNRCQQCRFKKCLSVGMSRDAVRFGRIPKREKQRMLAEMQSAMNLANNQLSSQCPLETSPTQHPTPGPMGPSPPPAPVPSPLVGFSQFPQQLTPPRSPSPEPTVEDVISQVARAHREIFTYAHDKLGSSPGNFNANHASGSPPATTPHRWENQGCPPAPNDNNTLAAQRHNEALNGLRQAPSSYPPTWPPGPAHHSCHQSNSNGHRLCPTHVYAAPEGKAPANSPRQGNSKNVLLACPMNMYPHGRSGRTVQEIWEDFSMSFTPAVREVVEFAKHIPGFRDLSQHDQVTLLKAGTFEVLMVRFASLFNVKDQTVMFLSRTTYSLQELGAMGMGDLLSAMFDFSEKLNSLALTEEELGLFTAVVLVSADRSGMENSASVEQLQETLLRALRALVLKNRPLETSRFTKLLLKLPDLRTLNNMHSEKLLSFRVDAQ
SMARCA2 act: SMARCA2 (BRM) function activators, primary screen, cell-based, luminescence, high throughput. activation, % at 9.1 µM. 1% of 370,000 active. MG213 cells, MMTV-luciferase reporter, dexamethasone, overnight; in the data active = activation above about 7.8%;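 note: 0% = vehicle wells and 100% = reference activator wells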
hcDAF12 agonist: H. contortus DAF-12 nuclear receptor activators, primary screen, cell-based, luminescence, HEK293, lit1-tk-luc reporter | HEK293 hcDAF-12 lit1-tk-luc reporter; 0% DMSO, 100% Δ7-dafachronic acid | AID 652067, 2013 | activation, % at 6.8 µM | 1.4% of 370,000 active;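 active = activation above the mean of all tested compounds plus 3 SD, cut at about 5.5% in these data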;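 note: 100% = response to 3 µM Δ7-dafachronic acid high control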
* hit, by the source's call; . = not tested or not shown.

1. COC(=O)C(Cc1ccccc1)NCC(=O)Nc1cccc(Cl)c1C (stereo not given)
2. O=C(CN1C(=O)NC2(CCOc3ccccc32)C1=O)c1ccc(F)c(F)c1 (stereo not given)
3. COc1ccc(CCNC(=O)c2ccc(CS(=O)(=O)c3ccc(Cl)cc3)o2)cc1OC
4. COc1ccc(NC(=S)N2CCN(C/C=C/c3ccccc3)CC2)cc1
5. Cc1ccc2c(c1)C1CN(C)CCC1N2CC(=O)N(C)c1ccccc1 (stereo not given)
6. Cc1[nH]c2ccccc2c1SCC(=O)N1CCCCC1
7. COc1cc(C(C)=O)ccc1OCC(=O)NCc1ccccc1CN1CCCC1
8. Cc1cc(C)n(/N=C/c2c[nH]c3ccccc23)c(=O)c1C#N
assay / entry,1,2,3,4,5,6,7,8
PLCg1 inh,-3,0,-3,-1,3,-3,0,-3
MBD2 inh,0,-2,1,-3,-5,4,3,3
hgDAF12 agonist,-0.9,1.9,-3.4,-0.2,-0.2,-0.5,0.5,1.4
DAX1 inh-1,0.0,-0.8,-2.9,-1.3,-0.2,-0.9,1.3,0.1
ADAM17 inh,-3,-1,-3,1,0,-7,-3,-1
PLCb3 inh,0,1,3,3,5,-12,2,-2
DAX1 inh-2,-0.2,0.6,-3.1,-1.0,0.9,-0.4,0.7,-0.2
ssDAF-12 act,-0.8,0.5,-2.9,-1.2,-0.8,-0.2,0.1,-0.6
NR1D1 modulator,-6,-4,4,11,-2,6,-7,-21
SMARCA2 act,2,0,-3,0,2,-3,-1,-3
hcDAF12 agonist,-1.9,1.3,-3.5,-0.9,0.4,-0.3,-0.8,-0.8

9. O=C(NCc1ccccn1)Nc1ccccc1C(F)(F)F
10. COc1ccc2[nH]c(C)c(C(=O)CN3CCN(C/C=C/c4ccccc4)CC3)c2c1
11. COc1ccc(Cl)cc1NC(=S)N1CCCC1
12. CCn1nc(C)cc1C(=O)N1CCCC(C(=O)c2ccccc2SC)C1 (stereo not given)
13. CCNC(=O)C1(C)CCCN(CCOc2ccc(OC)cc2)C1 (stereo not given)
14. O=C(COC(=O)c1cccs1)c1ccccc1
15. Cc1ccccc1C(=O)NCCCn1ccnc1
16. CCN1CCN(CCNC(=O)Nc2ccc([N+](=O)[O-])cc2)CC1
assay / entry,9,10,11,12,13,14,15,16
PLCg1 inh,-1,4,1,-1,-5,4,1,-1
MBD2 inh,-1,-4,1,-4,0,-1,-4,0
hgDAF12 agonist,-0.4,0.1,1.1,-2.8,0.4,5.5,0.4,5.0
DAX1 inh-1,0.3,0.3,-0.6,-2.6,1.1,0.7,0.2,0.1
ADAM17 inh,-2,6,-6,-2,1,-1,2,-2
PLCb3 inh,-6,-5,-2,-8,-2,3,-4,-5
DAX1 inh-2,0.0,-0.6,-0.4,-0.3,.,1.3,0.4,-1.3
ssDAF-12 act,-0.4,-0.7,-0.6,-1.4,-1.5,-0.6,-1.0,-1.7
NR1D1 modulator,1,0,8,-5,-4,2,-1,-3
SMARCA2 act,0,-3,1,-1,2,6,-2,-1
hcDAF12 agonist,-0.4,-1.3,0.9,-3.0,-1.3,1.2,0.5,-0.9

4 entries from above, arranged by length of the SMILES, largest number first.
10. COc1ccc2[nH]c(C)c(C(=O)CN3CCN(C/C=C/c4ccccc4)CC3)c2c1
16. CCN1CCN(CCNC(=O)Nc2ccc([N+](=O)[O-])cc2)CC1
13. CCNC(=O)C1(C)CCCN(CCOc2ccc(OC)cc2)C1 (stereo not given)
14. O=C(COC(=O)c1cccs1)c1ccccc1
assay / entry,10,16,13,14
PLCg1 inh,4,-1,-5,4
MBD2 inh,-4,0,0,-1
hgDAF12 agonist,0.1,5.0,0.4,5.5
DAX1 inh-1,0.3,0.1,1.1,0.7
ADAM17 inh,6,-2,1,-1
PLCb3 inh,-5,-5,-2,3
DAX1 inh-2,-0.6,-1.3,.,1.3
ssDAF-12 act,-0.7,-1.7,-1.5,-0.6
NR1D1 modulator,0,-3,-4,2
SMARCA2 act,-3,-1,2,6
hcDAF12 agonist,-1.3,-0.9,-1.3,1.2

The list continues:
17. O=C(CC1SC(N2CCCCC2)=NC1=O)Nc1cccc(C(F)(F)F)c1 (stereo not given)
18. COc1ccc(CC(=O)NCC(=O)N/N=C/c2c[nH]c3ccccc23)cc1
19. CC(=C\c1ccco1)/C=C(\C#N)C(=O)NCCc1c[nH]c2ccccc12
20. N#Cc1ccc(OCC(O)CN2CCC(C(O)(c3ccccc3)c3ccccc3)CC2)cc1 (stereo not given)
21. CSCC[C@H](NC(=O)[C@H](Cc1ccccc1)n1c(=O)[nH]c2ccccc2c1=O)C(=O)N1CCC[C@H]1C(=O)O
22. COc1ccc(C(C)=O)cc1CC(=O)NCCCn1ccnc1
23. CC[C@@H]1[C@H]2CCCC(=O)N3CC[C@@H](C[C@H]1O)[C@@H]23
24. NNc1nc(-c2ccccc2)nc2sc3c(c12)CCCC3
assay / entry,17,18,19,20,21,22,23,24
PLCg1 inh,4,0,-1,2,2,-1,2,-15
MBD2 inh,2,-1,-5,1,3,-2,-1,-4
hgDAF12 agonist,1.6,2.7,-3.9,0.3,1.0,3.1,-2.2,2.9
DAX1 inh-1,-0.4,-1.7,0.0,0.1,-0.4,0.0,0.4,1.8
ADAM17 inh,1,-1,5,-1,-1,-1,-3,-1
PLCb3 inh,6,-7,-2,-5,4,-11,2,-16
DAX1 inh-2,0.6,1.0,-0.5,0.8,2.0,-0.8,0.7,2.9
ssDAF-12 act,-1.4,0.1,-1.4,-1.2,-1.0,-1.2,-1.1,0.6
NR1D1 modulator,1,3,5,1,-9,3,0,-3
SMARCA2 act,5,1,-2,-5,0,-2,2,1
hcDAF12 agonist,-0.5,3.5,0.5,-2.8,-1.1,-0.1,-1.6,7.8*

25. COc1ccc(CCn2c(O)c(C3=c4ccccc4=NC3=O)sc2=S)cc1OC
26. CCOc1ncccc1C(=O)OCC(=O)NCc1cccs1
27. O=C(COc1ccccc1)c1cn(CC(=O)N2CCCC2)c2ccccc12
28. Nc1nc(-c2ccccc2)cs1
29. OCC[C@@H]1C[C@@H](O)[C@H](O)[C@]2(OCCCc3ccccc32)O1
30. Cc1ccccc1NC(=O)NCC1CCN(Cc2cccc(Cl)c2)CC1
31. COc1ccccc1CNS(=O)(=O)c1cc(C(=O)N(C)Cc2cccnc2)c(Cl)cc1Cl
32. CCOc1ccccc1N(CC(=O)NC1CCCCC1)C(=O)c1nsc(Cl)c1Cl
assay / entry,25,26,27,28,29,30,31,32
PLCg1 inh,-2,-1,2,2,-1,1,-1,1
MBD2 inh,0,-6,3,-4,-5,-1,-3,2
hgDAF12 agonist,-1.9,0.5,-2.0,5.1,-2.1,-0.1,5.6,2.5
DAX1 inh-1,0.1,-0.9,0.6,2.0,0.2,-0.9,-0.7,-0.6
ADAM17 inh,-2,-1,-1,-5,-2,-2,-3,-3
PLCb3 inh,-9,1,-2,3,2,-5,-6,3
DAX1 inh-2,-0.6,0.5,-0.3,1.9,1.4,-1.3,0.5,0.4
ssDAF-12 act,-0.9,-0.5,-1.1,-0.4,-1.1,-1.2,-1.1,-1.9
NR1D1 modulator,-6,1,5,-5,2,-4,3,-2
SMARCA2 act,-1,-1,-1,0,1,1,0,-2
hcDAF12 agonist,-0.1,1.0,1.5,2.9,-1.1,0.0,-1.9,-0.3

33. COC(=O)Cn1c(=NC(=O)C(C)C)sc2c(C)cc(C)cc21
34. CCOCCCN(C)C1CCN(C(=O)c2oc3ccccc3c2NC(=O)Cc2ccc([N+](=O)[O-])cc2)CC1
35. O=C(CCc1ccccn1)N1CCCC(N2CCN(c3cccc(C(F)(F)F)c3)CC2)C1 (stereo not given)
36. COc1ccc(N2CCN(CC(O)COc3c(OC)cccc3OC)CC2)cc1 (stereo not given)
37. Cc1cccc([C@@H]2[C@@H]3C(=O)N(Cc4ccccc4)C(=O)[C@@H]3[C@]3(CC(C)C)C(=O)N(c4cccc(Cl)c4)C(=O)N23)c1
38. CCCCOc1cccc(C2C(C(=O)c3ccc(C)o3)=C(O)C(=O)N2c2nnc(C)s2)c1 (stereo not given)
39. Cc1cc(C)n2c(Nc3c(C)cccc3C)c(-c3ccccn3)nc2n1
assay / entry,33,34,35,36,37,38,39
PLCg1 inh,-1,3,1,1,4,-36,-35
MBD2 inh,-3,1,4,2,-3,-3,-8
hgDAF12 agonist,1.3,2.4,-1.5,-0.9,3.3,0.8,1.1
DAX1 inh-1,-0.5,-1.2,-0.4,0.1,-0.7,1.8,0.6
ADAM17 inh,-1,-1,1,0,3,0,-4
PLCb3 inh,1,4,-3,4,6,-62,-49
DAX1 inh-2,0.1,-0.5,-0.5,-1.1,1.4,0.5,.
ssDAF-12 act,-1.4,-0.3,-0.6,-1.2,-1.2,-1.0,-0.4
NR1D1 modulator,-3,1,7,3,5,18*,1
SMARCA2 act,1,5,1,-2,-1,-1,-3
hcDAF12 agonist,-0.1,1.2,-0.6,-0.9,-1.6,0.7,-1.5

Source: PubChem

No enrichment for hits; overall some 7.4% were active at least once.
